Assay outcomes (PubChem)
Arr AP2 block = blocks beta-arrestin peptide binding to AP2 adaptin; FITC-arrestin peptide / GST-AP2 beads, flow cytometry; AP2 beta2 appendage carries R879A mutation; inhibition, % at 10 µM; hit rate 0.31% among 340,000; AID 504490;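 active = inhibition above a set limit, near 3 SD of compounds lacking own fluorescence, cut at about 54% in these data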;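 also: plate controls were DMSO wells for no effect and 5 µM unlabelled arrestin peptide for full effect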
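Measured by: flow cytometry, FL1 (488/535 nm); Material: AP2 appendage R879A on GSH beads; Evaluation: percent response; Timing: pre-incubation 12 min, peptide binding 1 h, room temperature; Also added: 50 nM FITC-arrestin peptide; Medium: PBS with 0.05% Tween 20 and 0.1% BSA.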
Tat export inh = blocks Tat-dependent protein export in E. coli. E. coli MC4100 TorA-mCherry Tat export, fluorescence. inhibition, % at 10 µM. hit rate 0.036% among 340,000;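 active = mean replicate inhibition at least 50% and at least half of replicates individually reaching 50%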;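 also: exported cargo escapes ClpAP degradation while cytoplasmic cargo is degraded and loses fluorescence; 0% = median of neutral control wells and 100% = median of NaSCN control wells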
SUMO Mot1 rescue = SUMOylation pathway inhibition by Mot1-301 growth rescue; hit rate 1% among 320,000; growth rescue, % at 18.8 µM; S. cerevisiae Mot1-301 growth rescue, ATP luminescence, 38.5C; percent above DMSO median, 100 means doubled; AID 2716;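 active = every valid replicate shows activation above 250% relative to neutral control wells; inactive = the rest, any valid replicate at or below 250%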;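 also: OY570 slx delta 5 strain wells were the positive control but not used for scaling; some compounds called inactive have numbers as strong as hits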
phage Ecoli inh = E. coli growth loss with phage present | hit rate 0.26% among 360,000 | inhibition, % at 11.9 µM | growth absorbance | AID 651602; in the data active = inhibition above about 11%
MOR-DOR ag = agonists of human mu-delta opioid receptor heterodimerization; P35372+P41143; cells, OPRM1-OPRD1 heterodimerization, luminescence; activation, % at 9.3 µM; hit rate 0.3% among 340,000; AID 504326; in the data active = activation above about 18%;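 also: 0% = vehicle-treated cells and 100% = reference agonist; values of inactives mirror those of a sister screen read the other way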
Target sequence (P35372 whole entry, looked up): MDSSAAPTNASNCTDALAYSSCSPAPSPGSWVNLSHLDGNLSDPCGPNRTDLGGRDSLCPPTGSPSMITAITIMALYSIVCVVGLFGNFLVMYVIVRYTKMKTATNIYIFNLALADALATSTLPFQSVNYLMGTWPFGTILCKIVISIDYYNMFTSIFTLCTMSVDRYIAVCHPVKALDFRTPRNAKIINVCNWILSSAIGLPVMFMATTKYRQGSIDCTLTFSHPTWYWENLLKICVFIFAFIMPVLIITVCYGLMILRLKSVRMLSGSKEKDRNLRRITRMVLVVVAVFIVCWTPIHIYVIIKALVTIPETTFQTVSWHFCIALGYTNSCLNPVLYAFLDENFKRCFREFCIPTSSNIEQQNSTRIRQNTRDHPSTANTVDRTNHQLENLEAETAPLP
Target sequence (P41143 whole entry, looked up): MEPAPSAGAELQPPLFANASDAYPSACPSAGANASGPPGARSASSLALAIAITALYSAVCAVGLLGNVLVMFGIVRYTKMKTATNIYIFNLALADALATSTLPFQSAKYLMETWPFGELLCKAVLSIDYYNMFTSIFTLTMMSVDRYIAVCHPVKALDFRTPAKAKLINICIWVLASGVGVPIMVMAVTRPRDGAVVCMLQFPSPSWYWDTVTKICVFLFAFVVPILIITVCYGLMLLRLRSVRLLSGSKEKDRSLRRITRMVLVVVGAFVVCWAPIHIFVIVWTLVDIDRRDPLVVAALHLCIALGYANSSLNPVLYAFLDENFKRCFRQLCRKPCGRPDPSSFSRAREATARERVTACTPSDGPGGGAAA
Pemphigus Ab inh = inhibitors of pemphigus antibody binding to human desmoglein-3 | DSG3-coupled beads, scFv-anti-DSG3-GFP binding, flow cytometry; active compounds read low | binding (percent of control), % at 10 µM | hit rate 0.48% among 310,000 | AID 588358;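 active = binding more than 3 SD below its plate's average and above zero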;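 also: hits lower antibody fragment binding to DSG3; some compounds called inactive have numbers as strong as hits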
E coli growth = bacterial growth inhibition, counter-screen for AddAB inhibitors. E. coli V3065 growth, OD600 absorbance, 18 h. hit rate 0.27% among 330,000. AID 449728. inhibition, % at 11.9 µM;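 active = inhibition above the campaign's mean inhibition across all tested compounds plus 3 SD, cut at about 9.9% in these data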;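 also: uninfected addAB+ strain grown without phage in ampicillin broth; 0% = DMSO wells and 100% = ciprofloxacin 0.95 µg/ml wells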
PfHsp90 set2 = reduces growth (ATP signal) of yeast expressing P. falciparum Hsp90 | S. cerevisiae expressing PfHsp90, BacTiter-Glo ATP, 48 h; yeast lacking PDR1 and PDR3 efflux regulators | AID 504621 | inhibition, % at 9.4 µM | hit rate 0.32% among 310,000;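 active = every replicate shows inhibition above about 80%, whatever the replicate mean, limit read from the data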;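 also: 0% = DMSO neutral controls and 100% = 20 µM radicicol positive controls; yeast relying on Plasmodium falciparum Hsp90 in place of its own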
AddAB inh = less growth of phage-infected E. coli with AddAB; hit rate 0.29% among 330,000; inhibition, % at 11.9 µM; E. coli expressing H. pylori AddAB, absorbance growth; in the data active = inhibition above about 12%;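 also: 0% = vehicle wells of infected cells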
OPRM1-OPRD1 inv = inverse agonists of human mu-delta opioid receptor heterodimerization; hit rate 0.21% among 340,000; P35372+P41143; inhibition, % at 9.3 µM; cell-based MOR-DOR heterodimer luminescence, inverse agonism; in the data active = inhibition above about 22%, passing the limit was not always enough;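 also: 0% = cells with DMSO and 100% = wells without cells with DMSO; values of inactives mirror those of a sister screen read the other way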
PKA-R1A activ = PKA-R1A complex activation | P00514+P68181 | PKA-R1A dissociation, Cy5-IP20 fluorescence polarization; scaled: DMSO 0%, 113 µM cGMP 100% | activation, % at 11.4 µM | hit rate 0.083% among 340,000 | AID 504707;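 active = percent activation above the mean of all tested compounds plus 3 SD, cut at about 19% in these data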;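 also: higher means more PKAc released from R1A so a rise in polarization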
Active calls of the source: *; . = no result given.

Start of the data: the first 4 entries (preview)
SMILES	Arr AP2 block	Tat export inh	SUMO Mot1 rescue	phage Ecoli inh	MOR-DOR ag	Pemphigus Ab inh	E coli growth	PfHsp90 set2	AddAB inh	OPRM1-OPRD1 inv	PKA-R1A activ
CC(=O)Oc1ccc(-c2cccc(C(=O)O)c2)cc1	-1.6	3.5	36.2	0.0	-2.2	106.7	-0.9	-54.7	0.7	12.6	-6.9
CN(C)/C=C(/C(=O)c1ccc(Cl)cc1)n1cncn1	22.8	-1.6	-4.5	2.4	1.4	93.3	1.5	27.1	2.6	-8.0	-1.4
CCOC(=O)c1c(NC(=O)c2c(C(=O)O)cccc2[N+](=O)[O-])sc2c1CCCC2	-10.1	2.1	0.3	0.9	-1.7	89.4	-2.3	5.2	-1.0	8.0	18.8*
CN(Cc1cccs1)C(=O)Cn1cnc2ccccc2c1=O	-7.5	0.1	.	3.0	-2.1	102.0	-1.2	4.1	-0.9	11.0	-5.2

The listing, previewed entries included:
SMILES	Arr AP2 block	Tat export inh	SUMO Mot1 rescue	phage Ecoli inh	MOR-DOR ag	Pemphigus Ab inh	E coli growth	PfHsp90 set2	AddAB inh	OPRM1-OPRD1 inv	PKA-R1A activ
CC(=O)Oc1ccc(-c2cccc(C(=O)O)c2)cc1	-1.6	3.5	36.2	0.0	-2.2	106.7	-0.9	-54.7	0.7	12.6	-6.9
CN(C)/C=C(/C(=O)c1ccc(Cl)cc1)n1cncn1	22.8	-1.6	-4.5	2.4	1.4	93.3	1.5	27.1	2.6	-8.0	-1.4
CCOC(=O)c1c(NC(=O)c2c(C(=O)O)cccc2[N+](=O)[O-])sc2c1CCCC2	-10.1	2.1	0.3	0.9	-1.7	89.4	-2.3	5.2	-1.0	8.0	18.8*
CN(Cc1cccs1)C(=O)Cn1cnc2ccccc2c1=O	-7.5	0.1	.	3.0	-2.1	102.0	-1.2	4.1	-0.9	11.0	-5.2
CCc1cccc(C)c1NC(=O)COC(=O)Cc1ccsc1	15.1	3.2	-0.1	1.0	-3.7	96.0	0.2	8.0	2.9	16.5	-3.4
O=C1CCN(Cc2ccccc2)CCN1CCSc1ccccc1	-0.8	-15.3	-2.4	1.7	-1.2	99.0	1.1	17.9	1.9	6.7	4.2
O=C(COC(=O)c1ccc2[nH]c3c(c2c1)CCCC3)Nc1ccc(Cl)cc1Cl	-6.2	3.1	-9.5	2.4	-0.6	94.9	-0.5	-4.8	-3.5	4.0	-9.6
COC(=O)Cc1cc(=O)[nH]c(/N=C(\N)Nc2ccccc2)n1	15.2	2.4	10.9	0.9	-0.8	102.2	-4.5	.	-1.0	4.3	13.3
CC(C)CCNC(=O)COc1ccc2c3c(c(=O)oc2c1)CCC3	8.6	-2.8	101.9	3.7	-0.1	102.3	-3.7	-32.7	-1.6	0.3	7.8
CCOc1ccc(NC(=O)CN(C)C(=O)CC2OC(=O)c3ccccc32)cc1OCC (stereo unspecified)	-9.9	9.6	.	-1.4	-2.6	100.7	0.8	.	3.7	13.5	5.0
CC(C)N1CCc2c(sc(NC(=O)CCS(=O)(=O)c3ccccc3)c2C#N)C1	17.1	-5.2	-7.6	3.6	-2.9	105.4	0.2	-4.8	0.2	15.2	2.2
CCCCC(=O)Nc1cccc(-c2nnc(-c3ccccc3)o2)c1	14.3	-13.4	-10.9	4.2	0.6	97.2	-0.7	-6.4	3.2	-3.4	-5.2
CCN1CCc2nc(NC(=O)c3ccc(S(=O)(=O)N(C)C)cc3)sc2C1	-5.5	-3.2	151.2	2.6	0.9	101.5	1.2	1.8	1.3	-5.0	-5.5
CCC(Sc1ccc2nnc(-c3cccnc3)n2n1)C(=O)O (stereo unspecified)	12.0	6.4	12.0	1.6	-1.2	99.1	-1.0	13.2	-0.3	7.3	-7.3
COc1ccc(NS(=O)(=O)c2ccc3c(c2)OCCO3)cc1OC	-4.0	-4.4	-3.1	-2.6	1.3	.	-1.4	2.5	-2.4	-8.3	3.7
CN(C)C(CNc1ncnc2sccc12)c1ccccc1 (stereo unspecified)	15.6	-10.1	2.6	1.4	13.3	101.0	-2.2	16.3	-1.0	-76.1	-4.1
O=CN1CCN(C(=O)COc2ccc(Cl)cc2Br)CC1	18.9	-1.2	2.4	5.2	0.1	109.9	-0.1	-15.8	3.8	-0.7	4.3
CCCC(=O)Nc1cc(S(=O)(=O)N2CCCCC2)ccc1N1CCOCC1	-8.6	4.3	3.9	0.4	-3.2	93.5	1.2	.	1.0	13.6	3.9
COCCN(C(=O)CSc1nnc(-c2ccccc2F)n1N)c1c(N)n(Cc2ccccc2)c(=O)[nH]c1=O	4.3	12.3	-10.1	1.3	-7.1	113.5	2.3	-2.2	4.4	28.8*	-8.3
Oc1sc(C=Nc2ccccc2)c2ccccc12	22.4	-0.7	0.7	3.1	5.3	99.1	-0.4	8.8	4.4	-33.4	-9.0
COCC1CCN(C(=O)c2cc(COc3ccccc3SC)on2)C1 (stereo unspecified)	7.7	2.2	-1.2	-0.2	2.6	93.4	1.3	-1.7	1.8	-13.7	-4.7
CCN(c1ccccc1)S(=O)(=O)c1cc(C(=O)NCc2ccccn2)ccc1C	0.6	6.5	.	2.4	0.5	105.8	.	11.0	.	-3.2	-17.1
O=C(Nc1cccc(F)c1)NC1CCCc2ccccc21 (stereo unspecified)	3.1	0.0	-11.2	2.3	4.5	.	1.1	.	2.1	-25.7	5.8
CC1COc2ccccc2N1C(=O)c1cccnc1Cl (stereo unspecified)	41.3	3.8	614.6	4.6	-0.9	103.2	1.7	-40.7	-2.6	5.0	-3.8
CC1=CC(C)(C)Nc2ccc(OC(=O)CN3C(=O)c4ccccc4C3=O)cc21	1.9	-8.6	12.3	2.5	1.8	103.4	-0.2	14.6	3.3	-8.9	-12.6
COC(=O)c1cc(S(=O)(=O)NCC(C)c2ccccc2)cn1C (stereo unspecified)	18.0	-2.6	5.4	0.0	-1.3	108.0	2.1	2.3	0.6	6.8	1.8
CCc1ccc(C(O)(C(C)C)C(CN2CCOCC2)c2ccccc2)cc1 (stereo unspecified)	-13.3	1.8	71.7	-1.8	4.4	90.4	.	30.9	.	-25.4	-5.8
ClCCN1C2=NCCCN2c2ccccc21	-24.2	4.0	177.5	2.5	0.0	98.0	-3.2	3.4	-1.1	-0.1	-4.4
C=CCn1cc(Cl)cc(C(=O)Nc2ccccc2)c1=O	9.1	0.4	7.7	2.6	-2.1	89.7	-1.9	10.2	2.2	9.3	-8.7
CCCCn1c(N)c(N(CCOC)C(=O)COC(=O)COc2c(C)cc(C)cc2C)c(=O)[nH]c1=O	-7.5	-1.9	-8.1	1.5	-0.4	102.4	2.1	.	1.0	2.3	-4.3
Cc1ccccc1NC(=O)c1ccc(S(=O)(=O)N2CCCC2)cc1	0.4	-5.5	-5.5	-2.8	0.5	99.7	-2.1	32.9	2.9	-2.5	-4.1
Cc1cccc(OCC(=O)Nc2ccccc2C(F)(F)F)c1	-4.3	-0.7	-1.6	4.4	5.0	94.3	1.2	0.5	2.1	-29.8	-10.3
O=C(COc1ccc(Br)cc1)Nc1ccc2c(c1)C(=O)NC2=O	15.1	-2.9	-12.5	1.4	2.2	89.5	-4.1	-7.3	2.1	-13.6	0.8
CCOC(=O)CSc1nnc2c(n1)C1(C)CCC2C1(C)C (stereo unspecified)	24.8	-8.7	-16.8	0.5	-1.5	97.3	3.0	.	3.3	8.4	8.4
Cc1cc(C)c(NC(=O)CSCc2c(C)noc2C)c(C)c1	-0.5	0.6	-5.8	-1.5	-0.4	112.5	-1.9	-2.3	0.8	1.7	6.0
Cc1ccccc1-c1nc(CN2CCC(C(=O)N3CCC(C(N)=O)CC3)CC2)c(C)o1	14.0	-1.6	-2.7	-0.2	-1.3	111.3	-2.5	-6.1	-1.1	7.5	-8.2
CCN(CC)c1ccc(/C=N/NC(=S)NCc2ccccc2)c(O)c1	20.6	0.6	-0.5	13.5*	3.0	97.6	15.4*	0.9	12.4*	-15.4	-14.6
Nc1nc(N(Cc2ccccc2)Cc2ccccc2)nc(C(F)(F)F)n1	5.8	1.5	-20.4	-0.8	2.0	95.2	1.2	-3.2	0.3	-7.8	4.3
CN(C)c1ccccc1C(=O)c1ccccc1N(C)C	19.9	-0.1	1.3	0.9	-2.0	.	1.6	11.6	1.4	12.3	7.1
Cc1cc2ccccc2n2c(SCC(=O)Nc3ccc(S(=O)(=O)N4CCCCC4)cc3)nnc12	19.4	-4.2	14.8	3.1	-1.3	.	-1.1	-20.3	0.8	6.5	0.2
c1ccc2c(c1)Cc1cc3ccccc3nc1-2	3.8	3.2	2.5	1.8	1.1	94.4	-0.5	-21.9	-0.1	-6.5	0.2
CSc1nc2nc(-c3cccc(C(F)(F)F)c3)ccn2n1	-24.3	6.6	-18.9	1.1	-1.8	83.6	-0.3	-42.2	5.1	8.1	0.5
Cc1ccc(Cl)c(NC(=O)CCl)c1Cl	15.7	4.0	-6.2	2.4	-0.9	92.4	2.4	-2.8	3.4	4.7	2.0
CCOC(=O)C1(Cc2cccc(F)c2)CCN(Cc2c(C)nn(CC)c2C)CC1	-14.9	2.4	303.1	-1.3	4.0	97.0	1.2	19.6	0.3	-19.9	2.0
COC(=O)Cc1ccc(OCC(=O)Nc2ccc(OC(F)(F)F)cc2)cc1	2.3	11.4	0.3	1.5	2.2	99.9	-0.8	14.5	2.3	-13.1	-6.7
CCOc1ccc(NC(=O)CN(C)C(=O)c2cc([N+](=O)[O-])ccc2Sc2ccccc2)cc1OCC	-2.0	10.6	.	5.8	0.8	93.0	.	-4.3	.	-5.0	-10.1
Brc1ccc(C2=CC(c3ccco3)n3nnnc3N2)cc1 (stereo unspecified)	33.4	5.8	-5.3	0.3	-1.6	.	-1.8	-3.2	1.4	7.7	1.4
CC(=O)c1cccc(NC(=O)c2ccncc2)c1	-4.9	2.2	7.7	0.9	-0.8	108.3	0.5	15.7	-0.9	4.6	-5.0
Cc1cc(/C=N/NC(N)=S)c(C)n1-c1ccc(Br)cc1	-6.9	-1.0	-14.0	3.6	-2.3	104.4	-2.3	-55.4	-1.5	10.9	2.3
CCOC(=O)c1cc(C)[nH]c(=S)c1C#N	21.0	-3.2	-2.2	0.9	-0.8	84.4	0.4	-1.3	3.6	3.2	-1.3
COc1cc(C(=O)Nc2ccc3c(c2)C(=O)c2ccccc2C3=O)cc(OC)c1OC	4.3	-3.0	127.1	3.9	-2.1	105.0	0.0	-1.8	5.6	11.4	-3.4
CC(C)CN(C(=O)COC(=O)CCC(=O)c1ccc(F)cc1)c1c(N)n(Cc2ccccc2)c(=O)[nH]c1=O	2.0	-2.9	12.0	1.1	-3.7	103.2	0.3	6.2	0.8	18.3	-12.2
